ER stress death – ER stress cell death inhibition. CSM14.1 thapsigargin ER stress survival, ATP luminescence. relative survival (cellular ATP), % at 15 µg/mL (by protocol). 0.33% of 48,000 active. AID 1010;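 active = survival measured by cellular ATP above 50% at 15 µg/ml in the first screen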;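 note: cell death triggered by about 15 µM thapsigargin; ATP read 24 h after thapsigargin was added; plate controls were thapsigargin with DMSO for no effect and DMSO without thapsigargin for full effect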
* marks the source's active call; other numbers are inactive results. An excerpt, so the mix of outcomes need not match the whole.

SMILES	ER stress death
COc1ccc(NC(=O)/C=C/c2ccc(C)o2)cc1	-7.5
CCCCOc1ccc(N/C(N)=N/c2nc(C(F)(F)F)cc(=O)[nH]2)cc1	-5.4
COc1ccc(/C=C/C(=O)NCC2COc3ccccc3O2)cc1OC (stereo unspecified)	13.6
Cc1[nH]c2ccccc2c1/C=N/Nc1ccc([N+](=O)[O-])cc1	1.7
CCOC(=O)C1=C(C)N=c2s/c(=C/c3ccc(I)o3)c(=O)n2C1c1ccccc1OC (stereo unspecified)	0.5
CC1=NNC(=O)C1CC(=O)N/N=C/c1c(O)ccc2ccccc12 (stereo unspecified)	-1.6
O=C(N/N=C/c1ccc(/C=N/NC(=O)c2cccc(Cl)c2)cc1)c1cccc(Cl)c1	7.9
O=C(O)CN(c1ccc(Br)cc1)S(=O)(=O)c1ccccc1	6.6
COc1ccc(C(=O)Nc2ccc(NC(=O)c3ccco3)c(C)c2)cc1OC	3.9
O=C(Nc1cccnc1)c1ccc(-c2ccc(Br)cc2)o1	-6.0
Cc1cc(OCC(=O)NCC(C)C)ccc1Br	4.9
O=C(Nc1ccc(NC(=O)c2ccccc2Br)cc1)c1ccccc1Br	7.8
O=[N+]([O-])c1cc2c(cc1CC1CC1(Cl)Cl)OCCO2 (stereo unspecified)	-1.5
CCCc1ccc(OCCNC(=O)c2ccc(C)cc2)cc1	-4.0
COc1ccc2c(c1)c(/C=C/c1nc3ccccc3c(=O)n1-c1cccc([N+](=O)[O-])c1)c(C)n2C	-3.0
O=C(CSc1nc2ccccc2s1)c1ccc(-c2ccccc2)cc1	4.0
O=C(CCNc1ccc2ccccc2c1)c1ccc([N+](=O)[O-])cc1	16.5
C=CCN(CC=C)C(=O)c1cc(-c2ccc(C)s2)nc2ccccc12	4.0
CCOC(=O)C1=C(C)NC(=S)NC1c1cn(-c2ccccc2)nc1-c1ccccc1 (stereo unspecified)	-0.3
COc1cc(N=Cc2c(O)n(C)c(=O)n(C)c2=O)cc(OC)c1OC	8.8

A second format for 3 compounds above.
C=CCN(CC=C)C(=O)c1cc(-c2ccc(C)s2)nc2ccccc12
  ER stress death: 4.0
CCOC(=O)C1=C(C)NC(=S)NC1c1cn(-c2ccccc2)nc1-c1ccccc1 (stereo unspecified)
  ER stress death: -0.3
COc1cc(N=Cc2c(O)n(C)c(=O)n(C)c2=O)cc(OC)c1OC
  ER stress death: 8.8

Returning to the listing, repeating the 2 entries before the break.
SMILES	ER stress death
CCOC(=O)C1=C(C)NC(=S)NC1c1cn(-c2ccccc2)nc1-c1ccccc1 (stereo unspecified)	-0.3
COc1cc(N=Cc2c(O)n(C)c(=O)n(C)c2=O)cc(OC)c1OC	8.8
COc1ccccc1OCCNC(=O)C(c1ccccc1)c1ccccc1	7.8
COc1ccc(C(NC(=O)c2ccccc2F)c2ccc(OC)c(OC)c2)cc1OC	-2.7
NC(=O)c1ccc(C(=O)c2ccc(N)cc2)cc1N	18.2
Clc1cccc(CN2CCN(C3CCN(Cc4ccccc4)CC3)CC2)c1	0.6
Cc1cccc(C2(c3cccc(C)c3)CC2C(=O)Nc2ccccc2F)c1 (stereo unspecified)	10.0
C/C=N/Nc1nnc2c(n1)[nH]c1ccccc12	0.3
Cc1sc(NC(=O)c2cc(-c3cccs3)nc3ccccc23)c(C(N)=O)c1C	1.3
Cc1cc2nc(-c3cc(NC(=O)c4cc5ccccc5o4)ccc3O)oc2cc1C	-0.3
O=C(CCN1C(=O)c2ccccc2C1=O)Nc1ccccc1C(=O)N1CCOCC1	0.1
Cc1nn(C)c(C)c1NC(=O)c1ccc(-c2ccccc2)cc1	1.9
Cc1ccc(-c2ccc(OCC(=O)Nc3cc(Cl)ccc3C)cc2)cc1	14.5
O=C(CN(c1ccc(Br)cc1)S(=O)(=O)c1ccccc1)NCCSc1nc2ccccc2s1	-1.2
O=[N+]([O-])c1cccc(S(=O)(=O)NNc2ccccc2)c1	3.5
O=C(Nc1ccc(-c2nc3ncccc3o2)cc1)c1ccc(Br)o1	9.0
Cc1ccc(OCC(=O)NCc2ccc(F)cc2)cc1	1.8
O=C(N/N=C/c1ccncc1)c1cc(-c2ccc3ccccc3c2)n[nH]1	7.9
COC(=O)c1c(N)sc(C)c1-c1ccc(C)c(C)c1	8.2
COc1ccc(CCN2C(=O)CSC2c2ccc(Cl)cc2)cc1OC (stereo unspecified)	-2.7
CC(C)(C)CC(C)(C)NC(=O)c1ccc2nccnc2c1	12.2
CCOCCOC(=O)c1cccc(NC(=O)Cc2ccccc2)c1	2.0
Cc1ccc(C(=O)COc2cc(OCC(=O)c3ccc(C)cc3)c3c(C)cc(=O)oc3c2)cc1	9.6
CN(C)S(=O)(=O)c1ccc2c(c1)C(=C(C#N)C#N)c1cc(S(=O)(=O)N(C)C)ccc1-2	-2.4
Clc1ccccc1OCCCCCN1CCCC1	-15.6
CCCCc1ccc(NC(=O)c2ccc([N+](=O)[O-])o2)cc1	3.3
CC(=O)N1CCN(C(CNS(=O)(=O)c2ccc(C)cc2)c2ccccc2)CC1 (stereo unspecified)	8.4
COc1cc(OC)cc(C(=O)Nc2cc(Cl)ccc2C)c1	7.6
NC(=S)N/N=C/c1ccc(-c2cccc(Cl)c2Cl)o1	0.7
CCCc1nc2ccccc2n1C(=O)/C=C\C(=O)O	6.5
Cc1ccc2cc(S(=O)(=O)N=Nc3c(O)[nH]c4ccc([N+](=O)[O-])cc34)ccc2c1	6.6
CC(C)(C)C1=NN(C(=O)c2ccccc2)C(O)(C(F)(F)F)C1 (stereo unspecified)	-8.3
O=C(Nc1ccc(Cl)cc1)N1CCCc2ccccc21	1.8
CCOC(=O)c1c(NC(=O)c2ccc(C)c(C)c2)sc(C(C)=O)c1C	7.9
Cc1ccc(OCC(=O)Nc2ccc3oc(-c4ccc(F)cc4)nc3c2)cc1C	3.6
CCOC(=O)Nc1sc2c(c1C(N)=O)CCC(C)C2 (stereo unspecified)	2.0
CCOC(=O)C1=C(C)OC(N)=C(C(=O)OCC)C1c1ccc([N+](=O)[O-])cc1 (stereo unspecified)	-3.3
O=[N+]([O-])c1cc(-c2nnc(-c3ccco3)o2)ccc1Cl	-8.2
Cc1cccc(NC(=O)/C(C#N)=C\c2ccc(Sc3ccccc3)o2)c1C	-3.3
COc1ccc(/C=C2\SC(=O)N(CCC(=O)N3CCOCC3)C2=O)cc1OC	-0.3
COC(=O)c1ccc(NC(=O)C2COc3ccccc3O2)cc1 (stereo unspecified)	1.6
Cc1ccc(C(=O)N2N=C(c3ccncc3)CC2(O)C(F)(F)F)cc1 (stereo unspecified)	0.0
Cc1cc(Cl)ccc1OC(C)C(=O)NCC1CCCO1 (stereo unspecified)	2.1
O=C(Nc1ccc(OC(F)(F)F)cc1)c1cccc2c(Br)cccc12	0.7
CCOC(=O)c1sc(NC(=O)C2CC3CCC2C3)c(C(=O)OCC)c1C (stereo unspecified)	4.8
COc1cccc(/C=C2\N=C(c3ccccc3Br)OC2=O)c1	1.5
CCOc1ccc(S(=O)(=O)Nc2ccccc2OC)cc1	0.1
COc1ccc(NC(=O)c2ccc(N(C)S(=O)(=O)c3ccccc3)cc2)cc1OC	1.7
COc1ccc(N=C(C)c2cc(Cl)ccc2O)cc1	3.1
COC(=O)c1cc(C(=O)NCc2ccccc2OC)cc([N+](=O)[O-])c1	3.0
CC1=C(C(=O)Nc2ccc(C)cc2)C(c2cccc(Br)c2)NC(=S)N1 (stereo unspecified)	10.7
Cc1ccc(NC(=O)C(F)(F)F)cc1C	6.7
O=[N+]([O-])c1ccc(CNCC2OCCc3ccccc32)cc1 (stereo unspecified)	-10.9
C=CCN1C(=O)/C(=C\c2cc(Cl)c(O)c(Cl)c2)C(=O)NC1=S	6.9
COc1c(Cl)cc(C(=O)Nc2cccnc2)cc1Cl	1.6
CC1C(=NO)C(C)C(c2ccc(Cl)cc2)NC1c1ccc(Cl)cc1 (stereo unspecified)	2.2
CN(C)c1cccc(NC(=O)c2cccc3ccccc23)c1	1.8
Nc1nnc(SCC(=O)c2ccc([N+](=O)[O-])cc2)s1	15.9
COc1ccc(NC(=O)C2C3CCC(C3)C2C(=O)O)c(OC)c1 (stereo unspecified)	2.5
COc1ccc(N2C(=O)NC(=O)/C(=C\c3ccc(C)cc3)C2=O)cc1	-0.8
O=C(Nc1ccccc1[N+](=O)[O-])c1cc2ccccc2o1	1.7
COc1cccc(C(=O)N/N=C(/C)c2cccc(NC(=O)c3ccc(Cl)cc3)c2)c1	-3.0

Following part
SMILES	ER stress death
N#CC1=C(N)SC(N)=C(C#N)C1c1ccc(Cl)cc1	-10.2
Cc1cc(/C=N/NC(=O)c2ccccn2)c(C)n1-c1cccc(Cl)c1	-1.8
NS(=O)(=O)c1ccc(N=Cc2ccc[nH]2)cc1	5.4
COC(=O)C1=C(C)NC2=C(C(=O)CCC2)C1c1ccc(OC)cc1OC (stereo unspecified)	11.1
COc1cccc(C2NC(=O)NC(C)=C2C(=O)Nc2ccc(C)cc2)c1OC (stereo unspecified)	-4.9
CNc1c([N+](=O)[O-])cnc2c1c(=N)nc1ccccn12	1.1
CCCOC(=O)c1ccc(NC(=O)c2cc(Cl)c(OC)c(Cl)c2)cc1	1.6
Cc1ccc(N=Cc2ccccc2OCc2ccccc2)cc1C	3.2
O=C1N=c2ccc(Br)cc2=C1c1sc(=O)n(-c2ccc(O)cc2)c1O	6.8
Cn1c(=O)c([N+](=O)[O-])c(NCCO)c2ccccc21	5.8
O=C(NCc1ccccn1)C(=O)Nc1nccs1	5.0
COc1cccc(N=Cc2c(O)n(-c3cc(OC)ccc3OC)c(=O)[nH]c2=O)c1	-1.7
CCOC(=O)c1ccc(NC(=O)c2ccc(I)cc2)cc1	3.4
Cc1csc(NC(=O)c2ccc([N+](=O)[O-])cc2Cl)n1	-2.6
CCOc1ccc(N2C(=O)/C(=C/c3cccc4ccccc34)SC2=S)cc1	2.6
Cc1cc(C)n(S(=O)(=O)c2ccc(Br)cc2C)n1	6.2
O=C1NC(=O)N(c2ccc(Br)cc2)C(=O)/C1=C/c1cccc([N+](=O)[O-])c1	-3.0
O=C(c1ccncc1)N1CCN(Cc2ccccc2C(F)(F)F)CC1	8.8
CCOC(=O)c1c(NC(=O)C2CCCCC2)sc(C)c1C	-0.3
c1ccc(-c2cc(-c3nc4ccccc4[nH]3)c3ccccc3n2)cc1	-3.6

Look-ups from above:
ER stress death, `CCOC(=O)c1c(NC(=O)C2CCCCC2)sc(C)c1C` stands at -0.3
ER stress death, `NS(=O)(=O)c1ccc(N=Cc2ccc[nH]2)cc1` stands at 5.4
ER stress death, `CCOC(=O)c1ccc(NC(=O)c2ccc(I)cc2)cc1` stands at 3.4

Continuation.
SMILES	ER stress death
Cc1cc(C)cc(NC(=O)CN(c2ccccc2)S(C)(=O)=O)c1	5.3
CC1(C)c2ccccc2N(CCO)C12C=Cc1cc([N+](=O)[O-])ccc1O2 (stereo unspecified)	13.3
CCOc1ccc(N(CC(=O)Nc2ccc(OC)cc2OC)S(=O)(=O)c2ccc(SC)cc2)cc1	17.4
COCCCNC(=O)/C(=C\c1ccc(-c2ccc(Cl)cc2)o1)NC(=O)c1ccc(C)cc1	0.3
CC(=O)Nc1ccc(Nc2c3c(c(C#N)c4nc5ccccc5n24)CCC3)cc1	2.2
C=CCn1c(/C=C(/OC(=O)c2ccccc2)c2ccccc2)nc2ccccc21	17.4
COc1cccc(C(=O)N2N=C(c3cccc([N+](=O)[O-])c3)CC2(O)C(F)(F)F)c1 (stereo unspecified)	8.8
O=C(NCCc1nc2ccccc2[nH]1)c1cccc(Br)c1	2.1
O=S(=O)(O)c1cccc2c(N=Cc3cc(Cl)cc(Cl)c3O)cccc12	18.0
Cc1cccc(N2CCN(S(=O)(=O)c3ccc([N+](=O)[O-])cc3)CC2)c1C	0.7
COc1ccc(N(CC(=O)Nc2ccc(OC)cc2OC)S(C)(=O)=O)cc1	-2.4
C/C(=N\NC(=O)CNC(=O)COc1ccccc1)c1ccccc1	1.5
COc1cccc(C2/C(=C(\O)c3ccc(Cl)cc3)C(=O)C(=O)N2c2cccnc2)c1 (stereo unspecified)	8.9
O=[N+]([O-])c1ccc(C=Nc2ccc3c(c2)Cc2cc([N+](=O)[O-])ccc2-3)cc1	9.2
Cc1cc(/C=N/n2cnnc2)c(C)n1-c1ccc(Cl)cc1	0.5
O=C(O)c1cc2nc3c(c(C(F)(F)F)n2n1)CCc1ccccc1-3	1.2
Cc1ccc(-c2csc(NC(=O)C(F)(F)F)n2)cc1C	-2.4
COc1ccccc1N(CC(=O)Nc1cccc(Br)c1)S(=O)(=O)c1ccccc1	12.1
Cc1ccc(N2C(=O)C3C4C=CC(C5CC45)C3C2=O)cc1C (stereo unspecified)	0.8
N#Cc1ccccc1N=C1C(=O)Nc2ccccc21	0.0

Entries from the list above that have a COOH group (4):
SMILES	ER stress death
O=C(O)CN(c1ccc(Br)cc1)S(=O)(=O)c1ccccc1	6.6
CCCc1nc2ccccc2n1C(=O)/C=C\C(=O)O	6.5
COc1ccc(NC(=O)C2C3CCC(C3)C2C(=O)O)c(OC)c1 (stereo unspecified)	2.5
O=C(O)c1cc2nc3c(c(C(F)(F)F)n2n1)CCc1ccccc1-3	1.2

Additional compounds.
SMILES	ER stress death
Cc1cc(NC(=O)c2ccc(Br)o2)ccc1NC(=O)c1ccccc1	11.8
COc1ccccc1NC(=O)C(=O)NNC(=O)c1cccs1	3.5
COC(=O)c1ccc(C2Nc3ccc4ccccc4c3C3=C2CC(C)(C)CC3=O)cc1 (stereo unspecified)	7.2
O=C(NC(=S)Nc1ccc(C(=O)N2CCOCC2)cc1)c1cccs1	4.2
NC(=O)Cc1ccc2sc(-c3ccccc3)nc2c1	-7.5
O=C(O)c1ccc(Cl)c(-c2ccc(/C=N\Nc3ccc([N+](=O)[O-])cn3)o2)c1	-2.1
N#Cc1c(-c2ccco2)c2c([nH]c1=S)CCCC2	2.6
COc1cc(/C=C2/SC(=S)N(Cc3ccccc3)C2=O)ccc1OC(=O)c1cccs1	5.8
CCOc1ccc(C=C2C(=O)N(C)C(=O)N(C)C2=O)cc1Cl	0.5
O=C(O)c1ccc(-c2cccc(Br)c2)o1	2.6
O=c1c(-c2ccc(Cl)cc2)coc2c(CN3CCCCCC3)c(O)ccc12	-0.3
CC1=NN(c2ccccc2)C(=O)/C1=C\c1cccnc1	-10.2
CCOC(=O)c1c(NC(=O)C23CC4CC(CC(C4)C2)C3)sc(C(=O)Nc2ccccc2F)c1C	7.2
COc1ccc(/C=C2\C(=O)NC(=O)N(c3ccc(C)cc3)C2=O)cc1C(=O)O	18.2
Cn1c(/N=C/c2ccc3c(c2)OCO3)nc2ccccc21	1.5
